Screening data: PubChem BioAssay, several laboratories
HSF-1 act – increases HSF-1 driven luciferase reporter signal; actives 1.7% (n = 300,000); activation, % at 9 µM; NIH3T3-HGL HSF-1 luciferase reporter, MG132, 8 h; 100% = twice DMSO control signal;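 active means mean replicate activation of at least 50% with a set share of replicates each reaching 50%; inconclusive means only one of those two conditions met; inactive means mean below 50% and too few replicates reaching it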;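 further: 0% = median of the neutral control wells and 100% = twice that signal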
SKKanGAS inh – blocks kanamycin growth of S. pyogenes SKKanGAS strain; BacTiter-Glo, 6 h; actives 1.3% (n = 300,000); AID 1662; inhibition, % at 7.5 µM;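 active means mean replicate score, as percent of positive control median, at least 50; inconclusive means mean below 50 but one replicate at or above 50; inactive means mean and every replicate below 50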;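 further: strain carries kanamycin resistance gene driven by streptokinase promoter and grows in 40 µg/ml kanamycin; loss of luminescence reflects streptokinase promoter inhibition or plain growth inhibition; 0% = median of DMSO wells and 100% = positive control at its reference dose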
HIF act – HIF pathway transcriptional activation; U2OS HRE-luciferase reporter, luminescence; normalized: DMSO 0%, desferrioxamine 100%; activation, % at 7.5 µM (by protocol); actives 0.32% (n = 300,000); AID 1910;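 active means mean activation of at least 10% of the iron chelator positive control signal, with at least half of replicates also reaching 10%; inconclusive means mean and replicate majority disagree about reaching 10%; inactive means mean and most replicates under 10%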
KLF5 inh – suppresses KLF5 promoter-driven expression; DLD-1 KLF5 promoter-luciferase reporter, luminescence; inhibition, % at 5 µM; actives 0.23% (n = 290,000); AID 1700;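 active means inhibition above a per-plate limit of that plate's mean compound inhibition plus 3 SD, cut at about 60% in these data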;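 further: 0% = DMSO wells and 100% = LY294002 at 200 µM; higher means less KLF5 promoter-driven luciferase light; inactives centre near -14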
HSF1 inhib – HSF1 inhibition. NIH3T3-HGL HSE-luciferase, MG132-induced, luminescence 8 h; hits give low values. activity change, negative = inhibition, % at 7.5 µM (by protocol). actives 0.77% (n = 300,000);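 active means more than half of replicate wells show activity change below -50%, luminescence cut by over half; inconclusive means some wells, but at most half, below -50%; inactive means no replicate well below -50%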;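 further: luciferase reports HSF-1 transcriptional activity via heat shock element; 0% = median of DMSO wells and -100% = zero luminescence signal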
HSP90 refold inh – HSP90 refolding inhibition in rabbit reticulocyte lysate | inhibition, % at 5.6 µM | luciferase refolding luminescence, 3 h | actives 0.91% (n = 290,000);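 active means inhibition above the screen-wide mean plus 3 SD, computed separately per campaign, cut at about 16% in these data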;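 further: 0% = DMSO wells and 100% = 60 µM geldanamycin wells; inhibitors lower the luminescence because luciferase stays unfolded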
IEC-6 cytotox – IEC-6 cytotoxicity, counter-screen for KLF5 inhibitors; luminescence viability; inhibition, % at 5 µM; actives 0.78% (n = 290,000); in the data active means inhibition above about 22%;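 further: 0% = plate median of test compound wells and 100% = cytotoxic reference compound wells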
AI-2 QS modul – modulators of Vibrio harveyi AI-2 quorum sensing system; Vibrio harveyi JMH597 AI-2 luminescence/OD600 ratio, 9 h; hits give low values; strain lacks LuxN and CqsS sensors; 0 = neutral-control median; activity change, % at 7.5 µM; actives 0.4% (n = 300,000); AID 2094; in the data active means activity change below about -75%, passing the limit was not always enough; inconclusive means no clear call, values can overlap the other calls;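 further: luminescence divided by OD600 gain over 9 h not by final OD600 alone; inactives centre near 13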
aSyn UTR inh – 5' untranslated region of α-synuclein, MLPCN primary screen; AID 1813; inhibition, % (tested at 7.5 µM); actives 0.82% (n = 300,000); alpha-synuclein 5'UTR reporter, inhibitor activity; in the data active means inhibition above about 60%; inconclusive means no clear call, values can overlap the other calls;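 further: H4 neuroglioblastoma cells stably carrying SNCA 5'UTR luciferase fusion; 0% = DMSO wells and 100% = positive control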
Platelet DG rel – platelet dense granule release activity | inhibition, %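 (compounds screened at 7.5 µM in platelet-rich plasma)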 | AID 1663 | actives 0.22% (n = 300,000) | human platelet-rich plasma, SFLLRN dense granule ATP release, luminescence;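 active means mean replicate score, as percent of positive control, at or above 50; inconclusive means mean below 50 but at least one replicate at or above 50; inactive means mean and every replicate below 50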
The depositor's hits bear a star; ? = inconclusive; / = not tested or not shown.

Under each structure: HSF-1 act, SKKanGAS inh, HIF act, KLF5 inh, HSF1 inhib, HSP90 refold inh, IEC-6 cytotox, AI-2 QS modul, aSyn UTR inh, Platelet DG rel
> CCSc1nnc(NC(=O)CSc2nnc(Cc3cccn3C)n2CCc2ccccc2)s1
  25, 8, -0.5, -37, 6, 1, -2, 17, 8, 5
> CCOC(=O)Nc1ccc(C)cc1C
  -11, -3, -27, -7, -5, -5, -1, 0, -28, 3
> O=Cc1c(NCCCN2CCCC2=O)c2ccccc2[nH]c1=O
  -5, -7, -0.7, -43, -3, 0, -4, 13, 5, 2
> CCC(=O)OCc1c(C(F)(F)F)nn(C)c1Sc1ccc(F)cc1
  -6, 10, 0.5, -15, -8, 3, 9, 18, -3, 11
> O=C(CSc1nccc(-c2cccs2)n1)Nc1ccc(F)c(Cl)c1
  14, 7, 0.0, -5, 10, 0, 3, 27, -8, 24
> O=C(N/N=C/C(Cl)=C/c1ccccc1)c1ccncc1
  0, -6, 0.6, 2, 4, 1, 3, 21, 12, 1
> CCn1cc(C2=NCC(C)O2)c2ccccc21 (centres undefined)
  16, -7, -0.1, -10, 0, -2, 7, 17, 7, 4
> COc1ccccc1CNC(=O)CCN1C(=O)COc2ccc(C)cc21
  5, 5, -0.1, -17, 1, 0, -2, 15, 17, 3
> CCOc1ccc(NC(=O)CC2C(=O)Nc3ccccc3N2C(=O)c2ccccc2)cc1 (centres undefined)
  9, -10, 26*, -7, -1, 2, 1, -11, 6, -11
> CCOC(=O)c1sc(=S)n(C)c1N
  -24, 5, 0.2, 7, -9, -3, -4, 13, 11, 9
> Cc1cc(C)c2oc(C(=O)NC3CCS(=O)(=O)C3)cc(=O)c2c1 (centres undefined)
  -8, 21, -0.6, -17, -5, -1, 5, 5, 2, 13
> O=C(CSc1cccc2cccnc12)Nc1cc(C(=O)O)cc(C(=O)O)c1
  -1, 0, -5.6, -1, -2, 1, 5, 21, -8, 1
> COc1ccc(NC(=O)NC2(C(=O)N3CCCCC3)CCCCC2)cc1
  -24, -5, -0.5, -22, -1, 0, 2, -9, 6, 5
> CCCCN(C)CCCNC(=O)CN1C(=O)CSc2ccc(S(=O)(=O)N3CCOCC3)cc21
  -14, -13, 0.2, -2, -4, 4, 0, 6, -2, -8
> CC(C)CCNC(=S)Nc1ccc([N+](=O)[O-])cc1
  23, 2, 0.4, -12, 1, 0, -1, -1, -63, -5
> Cc1ccc(C2=C(O)c3ccccc3C(=O)C2=O)cc1
  2, 42, 0.4, -15, 7, 1, 9, 25, 4, -11
> Cc1c(Br)c([N+](=O)[O-])nn1CC(=O)N1CCc2ccccc21
  2, -13, 0.0, 13, -1, 4, 0, 13, 21, 9
> CCOC(=O)C1CCN(C(=O)c2cc3c(s2)-c2ccccc2OC3)CC1
  16, 2, 0.9, -67, 2, -7, 0, 15, -20, 19
> CC(=O)C(Cc1ccccc1)NC(=O)CCl (centres undefined)
  -6, 3, -2.8, 7, 3, 1, 4, 19, 9, -16
> Cn1cc(/C=N/Nc2ccccc2)c2ccccc21
  14, 5, -0.6, -1, 5, 3, 7, 40, -23, 2
> Fc1cccc(CNCC2CCCO2)c1 (centres undefined)
  -2, 0, -29, -24, -3, -1, -8, -12, 22, -8
> Cc1oc2c(C)c3oc(=O)c(CCC(=O)NCCCCCC(=O)O)c(C)c3cc2c1C
  8, 10, -0.4, 1, 0, 3, 1, 3, 10, 1
> COc1ccc(/C=C2/N=C3CCCCCN3C2=O)cc1
  0, -4, 0.1, 1, -3, -1, -3, 7, -28, 4
> CCCCN(C)Cc1c(O)ccc2c(-c3ccccc3)cc(=O)oc12
  14, -3, 0.8, 13, -3, 2, 6, 6, 7, 7
> COc1ccc(Nc2nc(OC)nc(N3CCN(c4ccc(OC)cc4)CC3)n2)cc1
  11, 8, -1.9, -23, 1, -1, -9, 13, 23, -4
> COc1cc2ccccc2cc1C(=O)NNC(=O)c1ccccc1O
  2, 39, 12*, 7, -4, -6, 1, 13, 50, 19
> COc1cccc(/C=N/Nc2c(Cl)cncc2Cl)c1O
  3, -4, 2.2, -52, 1, 0, 5, -1, -120, 8
> Cc1ccc(N2C(=O)C3C4C=CC(CC4)C3C2=O)cc1Cl (centres undefined)
  16, -3, 0.7, -14, -4, 4, 3, 1, 2, 17
> COc1ccc(-c2nn(CCC(=O)O)cc2/C=C2\SC(N)=NC2=O)cc1OC
  -1, 1, -16, -26, -2, -5, -1, 22, 16, -5
> COc1ccc2c(c1OC)C(=O)N1c3ccccc3COC21 (centres undefined)
  34, 10, 2.3, -109, 15, 3, 2, 3, -140, 15

Ordered by count of non-hydrogen atoms (ascending): some entries from above
Under each structure: HSF-1 act, SKKanGAS inh, HIF act, KLF5 inh, HSF1 inhib, HSP90 refold inh, IEC-6 cytotox, AI-2 QS modul, aSyn UTR inh, Platelet DG rel
> CCOC(=O)c1sc(=S)n(C)c1N
  -24, 5, 0.2, 7, -9, -3, -4, 13, 11, 9
> Fc1cccc(CNCC2CCCO2)c1 (centres undefined)
  -2, 0, -29, -24, -3, -1, -8, -12, 22, -8
> CC(=O)C(Cc1ccccc1)NC(=O)CCl (centres undefined)
  -6, 3, -2.8, 7, 3, 1, 4, 19, 9, -16
> CCn1cc(C2=NCC(C)O2)c2ccccc21 (centres undefined)
  16, -7, -0.1, -10, 0, -2, 7, 17, 7, 4
> Cn1cc(/C=N/Nc2ccccc2)c2ccccc21
  14, 5, -0.6, -1, 5, 3, 7, 40, -23, 2
> COc1cccc(/C=N/Nc2c(Cl)cncc2Cl)c1O
  3, -4, 2.2, -52, 1, 0, 5, -1, -120, 8
> Cc1ccc(N2C(=O)C3C4C=CC(CC4)C3C2=O)cc1Cl (centres undefined)
  16, -3, 0.7, -14, -4, 4, 3, 1, 2, 17
> COc1ccc2c(c1OC)C(=O)N1c3ccccc3COC21 (centres undefined)
  34, 10, 2.3, -109, 15, 3, 2, 3, -140, 15
> Cc1cc(C)c2oc(C(=O)NC3CCS(=O)(=O)C3)cc(=O)c2c1 (centres undefined)
  -8, 21, -0.6, -17, -5, -1, 5, 5, 2, 13
> CCCCN(C)Cc1c(O)ccc2c(-c3ccccc3)cc(=O)oc12
  14, -3, 0.8, 13, -3, 2, 6, 6, 7, 7
> CCOC(=O)C1CCN(C(=O)c2cc3c(s2)-c2ccccc2OC3)CC1
  16, 2, 0.9, -67, 2, -7, 0, 15, -20, 19
> O=C(CSc1cccc2cccnc12)Nc1cc(C(=O)O)cc(C(=O)O)c1
  -1, 0, -5.6, -1, -2, 1, 5, 21, -8, 1

(next part)
Under each structure: HSF-1 act, SKKanGAS inh, HIF act, KLF5 inh, HSF1 inhib, HSP90 refold inh, IEC-6 cytotox, AI-2 QS modul, aSyn UTR inh, Platelet DG rel
> COc1cc(C2C3=C(Nc4ncnn42)c2ccccc2CC3)cc(OC)c1OC (centres undefined)
  -22, 9, 1.0, 78*, -30, 1, 96*, 23, 83*, -3
> CCC(=O)Nc1cccc(NC(=O)COc2ccc(OC)cc2)c1
  8, -8, 1.6, -38, 1, 4, 0, 3, -22, 5
> C(=N\NCc1ccccc1)/c1ccc2ncccc2c1
  38, 7, 0.3, -131, 2, 8, 4, -95*, -10, 7
> CCCCOc1ccc(NC(=O)CN2CCN(Cc3ccccc3)CC2)cc1
  2, -7, 1.0, -29, -2, -5, -10, 2, -11, -1
> COc1cc(Oc2ccccc2)nc(N)n1
  -6, -3, 0.0, /, 0, /, /, -2, 11, 0
> CCCC(CCC(=O)Nc1ccc(C(=O)OCC)cc1)C(=O)O (centres undefined)
  /, /, /, -10, /, -5, -2, 12, /, /
> CCCn1c(N2CCN(Cc3ccc(Cl)cc3)CC2)nc2ccccc21
  18, 6, 0.5, -20, 2, 2, 1, 14, 31, -1
> CCCCN(C(=O)c1ccc(Cl)c(S(=O)(=O)N2CCOCC2)c1)c1c(N)n(CCC)c(=O)[nH]c1=O
  10, -2, -0.1, -2, -6, 5, 6, -7, -8, 3
> Cc1ccc(NC(=O)C2CCCN2C(=O)Oc2ccccc2)cc1 (centres undefined)
  -10, 4, -0.5, -6, -11, -3, -2, 25, 4, 2
> O=S(=O)(Nc1ccc(Cl)cn1)c1ccc2c(c1)OCCO2
  -4, 1, -0.1, /, -2, /, /, 22, 12, 0
> O=C(NC1=C(Nc2ccc(Cl)cc2)C(=O)c2ccccc2C1=O)c1ccccc1
  13, 42, 0.0, 14, 9, 0, 8, 11, -31, 1
> Cn1cc(Br)c(C(=O)Nc2sc3c(c2C#N)CCC3)n1
  -5, -6, 0.9, -31, 12, -3, 3, -6, -48, 16
> CCCc1[nH]n(-c2ccc([N+](=O)[O-])cc2)c(=O)c1C(C)=NCc1ccncc1
  -7, 3, 0.0, -8, 3, 0, -3, 26, 12, -7
> Cc1cc(N/N=C/c2ccccc2[N+](=O)[O-])nc(-n2nc(C)cc2C)n1
  -16, 6, 2.1, -12, -14, -1, -1, 17, ?, 10
> COc1ccc(CCCc2n[nH]c(=S)o2)cc1C
  -14, 1, -1.1, -20, 3, 2, 6, -19, -13, -2
> CCc1nnc(NC(=O)CSc2nnc(CNc3ccc(C)cc3)n2C)s1
  -9, 5, 1.1, 5, -11, -1, -3, 14, -13, -5
> Cc1nn(C)cc1-c1cc(C(=O)O)c2ccccc2n1
  16, -4, 0.1, -2, 0, -2, -7, 17, -3, 8
> CC1CCN(CC(C)OC(=O)c2ccc3c(c2)OCCO3)CC1 (centres undefined)
  11, 3, 0.6, -8, -2, -1, 3, 7, 12, -11
> OCCSc1nc(-c2ccccc2)nc2ccc(F)cc12
  -4, 0, -0.2, -32, -5, 4, 12, -2, -17, 0
> CC1CCCC(NC(=O)CCCn2c(=O)[nH]c3cc(Cl)ccc3c2=O)C1C (centres undefined)
  6, -5, -0.5, -10, -5, -1, 3, 22, 3, 0
> CCN1CCN(C(=O)C(C)N(c2ccc(C)cc2)S(C)(=O)=O)CC1 (centres undefined)
  16, -4, -0.1, -23, -7, -1, -1, 17, -1, -13
> COc1ccc(-c2noc(CCCOc3ccccc3)n2)cc1OC
  -1, -6, 0.2, -28, -3, -5, -2, 27, 10, 6
> O=C(NC1=NCCS1)C1CC(=O)N(c2ccc(Cl)cc2)C1 (centres undefined)
  10, -4, 0.7, -10, -1, -1, 4, 54, -4, 0
> O=C(Nc1cccc(-c2cn3ccccc3n2)c1)c1cccs1
  -4, -2, 2.1, -46, 7, -3, 4, 9, -42, -3
> CCOC(=O)c1c(-c2cccc([N+](=O)[O-])c2)csc1NC(=O)C1CC1
  13, 7, -0.2, -5, 4, -2, -2, 12, 21, -7
> CC(C)(C)NC(NC(=O)Cc1ccccc1)C(Cl)(Cl)Cl (centres undefined)
  8, 4, -0.3, 10, 2, -1, -1, 13, 2, 2
> C[C@H]1C=C(C(=O)O)O[C@@H](OCc2ccc(CO)cc2)C1
  10, 2, -0.9, /, -6, /, /, 0, 20, -1
> CCOc1ccc(Nc2ncnc(N)n2)cc1
  11, 0, 0.2, -11, -2, 0, -2, 22, -19, -4
> CC1CCN(C(c2ccc(N(C)C)cc2)c2nnnn2Cc2ccccc2)CC1 (centres undefined)
  66*, -1, 0.2, 2, 48, 4, 0, 20, 4, 1
